Screens: PubChem BioAssay, Sanford-Burnham Center for Chemical Genomics
Apaf-1 inh: inhibitors of human Apaf-1 apoptosome, primary screen, biochemical, DEVD-Rh110 fluorescence, uHTS; Apoptotic protease-activating factor 1 (Homo sapiens), O14727; reconstituted apoptosome caspase-3 activity; inhibition, % at 20 µM; 330,000 tested, 0.71% active; AID 489030, 2010; active means inhibition of at least 40% at 20 µM;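 further: plate controls were DMSO wells for no effect and DEVD-CHO caspase inhibitor wells for full effect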
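System – cell-free apoptosome with Apaf-1, procaspase-3 and caspase-9 · Buffer or medium – pH 7.5 Hepes buffer with CHAPS, BSA, DTT · Also added – cytochrome c with DEVD-Rh110 · Times – 30 min compound preincubation, 50 min activation, room temperature · Technique – Rh110 fluorescence intensity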
SENP6 block: SENP6 protease inhibitors, primary screen, biochemical, luminescence, uHTS; Recombinant SENP6 catalytic domain, aminoluciferin luminescence; inhibition, % at 10 µM; 330,000 tested, 1.8% active; AID 2599, 2010;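 active means inhibition above about 50% at the single tested dose, limit read from the data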;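 further: plate controls were DMSO wells with enzyme for no effect and DMSO wells lacking enzyme for full effect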
Target sequence (Q9GZR1 628-1112 limits assumed): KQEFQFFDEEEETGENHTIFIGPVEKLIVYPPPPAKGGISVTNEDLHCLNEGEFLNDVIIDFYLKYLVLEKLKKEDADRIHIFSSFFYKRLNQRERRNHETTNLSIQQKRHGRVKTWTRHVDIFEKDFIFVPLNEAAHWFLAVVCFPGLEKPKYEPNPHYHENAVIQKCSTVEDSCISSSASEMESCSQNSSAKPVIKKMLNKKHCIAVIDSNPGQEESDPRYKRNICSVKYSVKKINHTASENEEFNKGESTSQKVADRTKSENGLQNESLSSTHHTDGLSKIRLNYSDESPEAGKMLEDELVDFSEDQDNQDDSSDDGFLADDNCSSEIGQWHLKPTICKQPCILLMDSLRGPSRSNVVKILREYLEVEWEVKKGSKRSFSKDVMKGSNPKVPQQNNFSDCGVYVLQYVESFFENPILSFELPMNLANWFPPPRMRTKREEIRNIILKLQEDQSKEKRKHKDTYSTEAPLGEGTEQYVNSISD
SENP8 block-1: SENP8 protease inhibitors, primary screen, biochemical, luminescence; Sentrin-specific protease 8 (Homo sapiens), Q96LD8; 330,000 tested, 1.2% active; purified SENP8, Z-RLRGG-aminoluciferin cleavage; AID 2540, 2010; inhibition, % at 10 µM; in the data active means inhibition above about 50%
SENP7 inh: SENP7 protease inhibitors, primary screen, biochemical, luminescence, uHTS | Sentrin-specific protease 7 (Homo sapiens), Q9BQF6 | recombinant SENP7, Z-RLRGG-aminoluciferin luminescence, 40 min | inhibition, % at 5 µM | 330,000 tested, 1.5% active;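 active means inhibition above about 50% at the single test dose, limit read from the data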;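 further: plate controls were DMSO with enzyme for no effect and no enzyme buffer wells for full effect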
SENP8 block-2: human SENP8 protease inhibitors, primary screen, biochemical, fluorescence, Nedd8 protein substrate, uHTS. 360,000 tested, 0.64% active. recombinant SENP8. AID 602440, 2012. Sentrin-specific protease 8 (Homo sapiens), Q96LD8. inhibition, % at 20 µM; in the data active means inhibition mostly above about 40%, no sharp cut-off; inactive means mostly below about 27%
SENP1 inh: human SENP1 catalytic domain inhibitors, primary screen, biochemical, FRET, uHTS. Sentrin-specific protease 1 (Homo sapiens), Q9P0U3. recombinant SENP1 catalytic domain, CyPet-SUMO1-YPet FRET cleavage. inhibition, % at 10 µM. 360,000 tested, 0.21% active;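 active means inhibition at least 30% at 10 µM, raw YFP signal under a set limit, fluorescence ratio 0.5 to 1.5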;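 further: 0% = enzyme with DMSO and 100% = no enzyme wells; some results filed as inactive read as strong as hits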
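Test system: human SENP1 catalytic domain; medium: Tris pH 8 buffer plus EDTA, NaCl, BME, BSA, NP40, catalase; incubation: 50 min reaction at room temperature; technique: FRET, CFP and YFP emission; controls: no-enzyme low control and enzyme-plus-DMSO high control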
A3G deaminase: APOBEC3G DNA deaminase inhibitors, primary screen, biochemical, fluorescence, single-stranded DNA substrate, uHTS; DNA dC->dU-editing enzyme APOBEC-3G (Homo sapiens), Q9HC16; recombinant A3G, ssDNA deamination FAM/TAMRA fluorescence; inhibition, % at 20 µM; 330,000 tested, 0.28% active;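 active means inhibition of at least 40% at 20 µM, with no more than 30% in the related APOBEC3A deaminase screen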;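 further: plate controls were DMSO wells with A3G for no effect and wells lacking A3G enzyme for full effect; some compounds called inactive have numbers as strong as hits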
Target sequence (Q9HC16 whole entry, looked up): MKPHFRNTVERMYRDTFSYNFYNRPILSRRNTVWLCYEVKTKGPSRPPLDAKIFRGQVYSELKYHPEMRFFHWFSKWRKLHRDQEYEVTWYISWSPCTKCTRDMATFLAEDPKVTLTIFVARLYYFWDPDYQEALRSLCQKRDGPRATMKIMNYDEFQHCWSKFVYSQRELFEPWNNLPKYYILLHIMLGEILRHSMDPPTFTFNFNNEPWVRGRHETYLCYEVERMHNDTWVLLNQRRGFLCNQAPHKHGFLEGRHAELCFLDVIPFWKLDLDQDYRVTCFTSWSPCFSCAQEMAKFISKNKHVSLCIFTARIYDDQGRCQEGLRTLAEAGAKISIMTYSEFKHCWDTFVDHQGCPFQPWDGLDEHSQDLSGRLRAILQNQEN
UBC13 polyUb: UBC13 polyubiquitin chain formation inhibitors, primary screen, biochemical, TR-FRET, uHTS; Ubiquitin-conjugating enzyme E2 N (Homo sapiens), P61088; inhibition, % at 20 µM; 330,000 tested, 0.47% active; in the data active means inhibition above about 45%, passing the limit was not always enough
The depositor's hits bear a star; / = no result given.

SMILES	Apaf-1 inh	SENP6 block	SENP8 block-1	SENP7 inh	SENP8 block-2	SENP1 inh	A3G deaminase	UBC13 polyUb
CN(C)C(CNC(=O)CCNS(=O)(=O)c1ccccc1C(F)(F)F)c1ccccc1 (configuration not stated)	4	-4	-11	-12	9	0	-9	2
O=C(COc1ccc(Cl)cc1)N1CCN(c2ccc([N+](=O)[O-])c(N3CCCCC3)c2)CC1	14	9	-1	6	18	-1	-6	-12
COc1cccc(CNC(=O)COC(=O)c2c(NC(C)=O)sc(C)c2C)c1	5	16	0	6	-154	1	2	4
CC(C)Cn1c(N)c(C(=O)CSc2nncs2)c(=O)n(C)c1=O	-11	-1	11	-7	18	-2	-5	12
CCCc1cc(SCC(=O)Nc2c(C)n(C)n(-c3ccccc3)c2=O)n2c(nc3ccccc32)c1C#N	32	-4	-11	-9	/	/	-7	-16
CCOC(=O)CC(=O)Nc1nnc(C(C)C)s1	2	-4	1	-1	5	-1	-3	9
CCc1cccc2c1NC1(CCCC1)CC2C (configuration not stated)	-9	12	-4	-1	20	2	-6	-10
CCc1nc2ccc(C(=O)N(C)CC(=O)Nc3ccc(Cl)c(C(F)(F)F)c3)cc2nc1CC	34	-6	-5	5	6	1	1	0
COc1cccc(NC(=O)C2CCN(Cc3cnn(-c4ccccc4)c3-n3cccc3)CC2)c1	3	1	4	-1	16	-1	-6	13
O=C(CCN1C(=O)COc2ccccc21)N1CCCCC1	-11	-14	8	0	-1	1	-4	8
COc1ccc(OC)c(Nc2nc(-c3c(C)nc4ncccn34)cs2)c1	12	-2	3	4	3	6	5	6
CCC(=NNC(=O)c1ccc2c(c1)nc(C)n2CC)c1cc(F)ccc1O	0	26	10	6	-10	-29	-8	-3
Cc1[nH]nc2c1C(c1ccc(-c3ccccc3C#N)o1)C(C#N)=C(N)O2 (configuration not stated)	36	-8	4	10	-123	-56	3	-17
CN(C)/C=N/c1nc2nccc(-c3cccs3)n2n1	9	10	-12	-6	-374	-27	-4	44
CCOc1ccc(S(=O)(=O)Nc2ccccc2C(=O)NCc2ccco2)cc1	7	3	-3	5	-234	-1	0	9
Cn1c(N)c(C(=O)COC(=O)c2cc(S(=O)(=O)N3CCCCC3)ccc2Cl)c(=O)n(C)c1=O	0	-18	-3	-7	12	1	-1	15
CCCCC1=CC2=CC(=O)C(C)(OC(=O)CC)C(=O)C2=CN1Cc1ccco1 (configuration not stated)	2	4	8	6	-43	-49	-5	-40
Cc1ccc(C)c(NC(=O)CN2C(=O)c3ccccc3C2=O)c1	-24	-9	5	2	12	1	-6	-10
CC1CN(C)CCC1OC(=O)c1ccccc1 (configuration not stated)	-6	-9	-4	6	12	0	-9	-2
Cc1cc(C(=O)OCC(=O)NCc2ccccc2)c(C)o1	0	-13	0	5	3	1	-3	-3
O=c1c2c([nH]c3ccccc13)C(=C1CCCC1)CC2	5	-7	7	1	-348	4	24	-6
CC(=O)c1cc(C#N)c(NCc2cc(-c3ccccc3)no2)nc1C	6	-11	-9	-7	11	2	-3	-2
Cc1ccc(-n2c(=O)[nH]c3c(oc4ccccc43)c2=O)cc1	7	1	-5	-3	-348	2	-5	0
C1CCN=C(Nc2nc3c(s2)CCCC3)CC1	4	9	-10	-7	0	0	0	-11
COc1cccc(C(=O)Nc2nnc(S(=O)(=O)N3CCOCC3)s2)c1	-6	-23	-1	-6	-226	-1	-2	11
Cc1cccc(C)c1NC(=O)c1sc(N)nc1-c1ccccc1	-1	-17	-4	-8	-7	-1	-6	-6
COc1ccc(NC(=O)C2CCCN2C(=O)OC(C)(C)C)cc1 (configuration not stated)	-1	-8	0	5	3	2	-5	4
CC(=O)Nc1ccccc1C(=O)C(=O)Nc1ccc(F)c(Cl)c1	-10	7	2	1	17	2	-8	11
Cn1c(Cn2c(=O)sc3ccccc32)nnc1SCc1ccccc1F	0	-3	-1	-3	13	-1	-3	-1
Cc1ccccc1-c1cc(C(=O)Nc2nc3c(s2)CCCC3)c2ccccc2n1	4	-2	-6	5	17	-2	-9	-4
COC(=O)c1sccc1NC(=O)CSc1cc(Cl)ccc1Cl	13	-10	-7	2	11	0	-7	9
CC(=O)Nc1c(O)nc(SCC(=O)N2CCCCC2)[nH]c1=O	-5	0	-1	7	14	-1	-2	9
CNC(=O)c1cc(C)c(-c2ccccc2)s1	-3	6	-4	3	1	-2	-3	12
COc1ccc(/C=C/C(=O)c2c(C)nc3ccccn23)cc1	23	-6	-18	-9	-4	-5	-2	1
CSc1ccccc1C(=O)N1CCCC(CNC(=O)c2ccc(F)cc2)C1 (configuration not stated)	-4	12	-5	-3	9	0	-6	5
COc1ccc(CNS(=O)(=O)c2cn(C)c(=O)n(C)c2=O)cc1	-4	-10	-8	-15	1	2	-7	-6
CN1/C(=C\C=C(/C#N)C(=O)Nc2ccccc2F)C(C)(C)c2ccccc21	-16	-7	-10	-9	-76	-23	-14	-13
CCOc1ccc(C2=C/C(=C/c3cccnc3)C(=O)O2)cc1	4	-6	-7	1	-276	-25	-4	-1
Cc1ccc(NC(=O)CCN2CCC(Cc3ccccc3)CC2)cc1	8	-9	-5	-4	21	-2	-5	13
O=C(NCc1ccc(C(F)(F)F)cc1)C1CC(c2ccccc2C(F)(F)F)=NO1 (configuration not stated)	12	12	2	-5	18	2	-5	-4
O=C(CCC(=O)N1CCN(c2ccc(Cl)c(Cl)c2)CC1)c1ccccc1	19	-3	-12	10	14	1	-5	0
C=CCn1c(COc2ccc(F)cc2)nnc1SCC(=O)c1c[nH]c2c(CC)cccc12	14	-25	0	-3	17	2	-7	7
COc1ccccc1CNC(=O)COC(=O)Cc1c(F)cccc1Cl	-3	1	-1	9	16	2	1	3
CN(C)c1ccc(N=c2sc3ccccc3n2C)cc1	12	-13	8	13	10	4	-1	-5
COc1ccccc1CCc1nnc(CCC(=O)N(C)Cc2cccc3cnccc23)o1	-20	0	3	-2	20	-2	-8	8

Next section, starting with the last 2 of the part before.
SMILES	Apaf-1 inh	SENP6 block	SENP8 block-1	SENP7 inh	SENP8 block-2	SENP1 inh	A3G deaminase	UBC13 polyUb
CN(C)c1ccc(N=c2sc3ccccc3n2C)cc1	12	-13	8	13	10	4	-1	-5
COc1ccccc1CCc1nnc(CCC(=O)N(C)Cc2cccc3cnccc23)o1	-20	0	3	-2	20	-2	-8	8
Cc1cc(C)n(CC(C)O)c(=O)c1C#N (configuration not stated)	-12	-4	8	3	-10	4	-11	-1
CC(C)(C)NC(=O)NC(=O)CN1CCN(S(=O)(=O)c2ccccc2)CC1	-9	-21	-4	-3	7	1	-5	-20
C[C@@H](NC(=O)[C@@H]1Cc2ccccc2CN1C(=O)OC(C)(C)C)C(=O)NC1CCCCC1	11	7	7	6	6	2	-4	-8
Cn1c(SCC(=O)NC2CC2)nnc1-c1cccs1	0	-13	-4	4	2	0	-4	-7
Cn1c(O)c(N=NC(=O)c2ccco2)c2ccccc21	0	29	16	28	33	0	-3	-26
CCn1cc(/C=N/NC(=O)c2cc3c(ccc4ccccc43)o2)c2ccccc21	17	5	-11	-6	-465	-19	-4	-8
Cc1ccc(-n2nc(C(=O)O)cc2-c2ccc(Cl)cc2)cc1	6	12	1	10	7	2	-6	1
CCOC(=O)c1c(NC(=O)CCC(=O)O)sc2c1CC(C)(C)OC2	-8	-7	-1	-4	-10	-1	-6	1
CS(=O)(=O)Nc1ccc(C(=O)N2CCCCC2)cc1	-3	-21	1	2	3	1	-6	-3
O=C(N/N=C/c1cccnc1)c1ccccc1Cl	2	-18	-8	-1	3	0	-9	8
CCC(=O)N1CCc2cc(S(=O)(=O)NC(C(=O)N3CCN(c4ccc(F)cc4)CC3)C(C)C)ccc21 (configuration not stated)	-6	-4	6	-2	16	1	-9	6
O=C(N/C(=C\c1ccc2c(c1)OCO2)C(=O)N1CCOCC1)c1cccs1	-7	-27	-1	-5	1	-6	-3	0
CCCn1c(NC(=O)c2ccccc2)nc2ccccc21	20	-5	-3	-10	-63	-3	6	15
COc1cccc(N(C(=O)CNC(=O)c2ccco2)C(C(=O)NC2CCCC2)c2ccco2)c1 (configuration not stated)	7	-6	-7	-9	9	1	-6	-1
CCOC(=O)c1c(C)[nH]c(C(=O)OCC(=O)Nc2cccnc2Cl)c1C	9	-6	8	2	7	0	-10	6
Cc1ccc(C(=O)Nc2ccc(N3CCCCC3)cc2)cc1	7	-7	-19	-9	12	-2	-6	-7
CCOC(=O)CCNC(=O)N1CCCC(C(=O)c2ccccc2SC)C1 (configuration not stated)	-7	-18	-8	-3	16	2	-5	-3

One compound at a time, as listed above. Values in the order: Apaf-1 inh | SENP6 block | SENP8 block-1 | SENP7 inh | SENP8 block-2 | SENP1 inh | A3G deaminase | UBC13 polyUb
CS(=O)(=O)Nc1ccc(C(=O)N2CCCCC2)cc1 across the screens: -3 | -21 | 1 | 2 | 3 | 1 | -6 | -3
CC(C)(C)NC(=O)NC(=O)CN1CCN(S(=O)(=O)c2ccccc2)CC1 across the screens: -9 | -21 | -4 | -3 | 7 | 1 | -5 | -20
O=C(N/N=C/c1cccnc1)c1ccccc1Cl across the screens: 2 | -18 | -8 | -1 | 3 | 0 | -9 | 8
Cc1cc(C)n(CC(C)O)c(=O)c1C#N (configuration not stated) across the screens: -12 | -4 | 8 | 3 | -10 | 4 | -11 | -1
C[C@@H](NC(=O)[C@@H]1Cc2ccccc2CN1C(=O)OC(C)(C)C)C(=O)NC1CCCCC1 across the screens: 11 | 7 | 7 | 6 | 6 | 2 | -4 | -8

Rows are unselected; overall some 3.6% were active at least once.
